TAG inh: inhibitors of triacylglycerol accumulation; AID 651582; inhibition, % at 12.5 µM; H9c2 cells, Nile Red lipid (TAG) fluorescence; cells loaded with 200 µM oleic acid; 230,000 compounds, 0.66% hits;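 active means pattern-corrected inhibition of lipid staining of at least 50% with the nuclear-stain viability signal not falling by more than 50%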;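 further: 0% = DMSO wells and 100% = triacsin C control wells; some results filed as inactive read as strong as hits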
TAG inh DAPI viability: also measured in TAG inh; calls as there; DAPI nuclei signal change (viability), lower = more cytotoxic, %;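 whole-well DAPI fluorescence read on a plate reader as a viability signal; minus 50 percent equals half of cells still viable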
* = called active by the depositor. Only part of the results is shown; rates above refer to the full screens.

The first 2 records, ahead of the listing:
Molecule	TAG inh	TAG inh DAPI viability
CS(=O)(=O)N(CC(=O)Nc1ccc(S(=O)(=O)N2CCOCC2)cc1)c1ccccc1Cl	-3.8	0.0
Cc1c(Cl)cccc1NC(=O)CCN1CCCCC1	10.2	9.6

Main list, from the first entry:
Molecule	TAG inh	TAG inh DAPI viability
CS(=O)(=O)N(CC(=O)Nc1ccc(S(=O)(=O)N2CCOCC2)cc1)c1ccccc1Cl	-3.8	0.0
Cc1c(Cl)cccc1NC(=O)CCN1CCCCC1	10.2	9.6
CC(=O)Nc1cc(-c2cccc(F)c2)cn2c(-c3ccccc3)cnc12	-20.5	-4.8
Cc1ccc(N(CC(=O)NCc2ccc(Cl)cc2)S(C)(=O)=O)cc1	-10.3	3.5
CC(C)(C)c1cc(N)n(-c2ccc(C(=O)O)cc2)n1	0.9	5.0
O=C(COC(=O)c1cc([N+](=O)[O-])ccc1N1CCOCC1)Nc1ccc(Cl)cc1	-25.1	-6.9
Cc1cc(NS(=O)(=O)c2ccc(NC(=O)c3ccc(F)cc3)cc2)nc(C)n1	-36.5	1.3
Cc1ccc(S(=O)(=O)N2CCC3CC2c2cc(Cl)ccc23)cc1 (configuration not stated)	-31.3	8.8
CCn1c(=NC(=O)C2COc3ccccc3O2)sc2c(OC)ccc(OC)c21 (configuration not stated)	-6.1	2.5
COC(=O)[C@@H]1C[C@@H]2CC[C@@H](O)C[C@@H]2N1Cc1ccc(OC)cc1	3.6	-7.7
COc1ccc(CCNC(=O)COC(=O)c2cnccn2)cc1	-15.6	-3.7
O=C(CN(Cc1ccc(Br)cc1)S(=O)(=O)c1ccccc1)NCc1ccncc1	-14.7	0.0
CCOc1cc(S(=O)(=O)NCc2ccccc2)ccc1F	-17.9	-4.0
Cc1cc(-n2nc3ccccc3n2)c(O)c([N+](=O)[O-])c1	13.1	-8.2
O=C1NC(=O)C2(N1)C(=O)c1cccc3cccc2c13 (configuration not stated)	-1.4	-6.1

Next compounds:
Molecule	TAG inh	TAG inh DAPI viability
CCCCn1c(-c2c(Cl)c(C)nn2C)n[nH]c1=S	0.1	-2.2
CC(C(=O)NC1C(=O)N2C(C(=O)O)=C(CSc3nnnn3C)CSC12)n1cc(Br)cn1 (configuration not stated)	-7.1	0.5
O=C(CC1C(=O)Nc2ccccc2N1CC(=O)N1CCCC1)Nc1ccc(Br)cc1 (configuration not stated)	8.7	0.2
O=C(CCc1ccc(S(=O)(=O)N2CCOCC2)cc1)N/N=C/c1ccc(O)c(O)c1O	7.5	0.4
COc1ccc(NCc2nnc(SCC(=O)Nc3cc(C(F)(F)F)ccc3Cl)o2)cc1	32.3	-14.6
COc1ccc([C@H]2CC(=O)C=C(c3cccc(Cl)c3O)C2)cc1OC	-20.5	2.4
C[C@H]1CN([C@@H](C)CO)C(=O)CCCn2cc(nn2)CO[C@@H]1CN(C)C(=O)c1ccncc1	11.2	-16.8
Cc1ccc(S(=O)(=O)NC(=O)C2(C)CCN2C(=O)c2ccccc2)cc1 (configuration not stated)	-2.4	-1.5
COc1cccc(C(=O)NC2CC3CCCC(C2)N3CC(=O)Nc2ccc(N(C)C)cc2)c1 (configuration not stated)	39.9	-10.3
COc1cc(C(=O)NCC(=O)Nc2c(C)cccc2C)ccc1OCc1ccccc1	-2.7	4.1
COc1ccc(C2(c3ccc(OC)cc3)NC(=O)N(CC(=O)N(C)c3ccccc3)C2=O)cc1	0.4	0.1
CC1CCN(C(=O)CNC(=O)Cn2ccc3ccccc3c2=O)CC1	-7.1	3.0
O=C(NCCN1CCN(c2ccccc2F)CC1)C1c2ccccc2C(=O)N2CCc3ccccc3C12 (configuration not stated)	-5.9	-1.5
COc1ccc(NC(=O)CCOc2ccc(C)cc2)cc1S(=O)(=O)N1CCOCC1	8.0	-3.7
COc1cc(/C=C2\SC(N)=NC2=O)cc(Cl)c1O	3.6	-3.1

Carrying on.
Molecule	TAG inh	TAG inh DAPI viability
COC(=O)CNC(=O)COC(=O)c1cc(Cl)cc(Cl)c1N	16.7	1.4
COc1cccc(N2CCN(C(=O)CCCCCNc3nc(=S)[nH]c4ccccc34)CC2)c1	-27.4	10.5
C[C@@H]1Cn2cnc(C(=O)Nc3ccc(CNC(=O)OC(C)(C)C)cc3)c2C(=O)N1	-4.5	11.1
CCCOc1ccc(C(C)=O)cc1CSc1nc(O)cc(=O)[nH]1	4.2	-0.9
C=CCn1c(C)c(C(C)=O)c(N2CCCC2)nc1=S	14.4	-7.1
N#Cc1ccsc1NC(=O)C1CCCN1S(=O)(=O)c1cccs1 (configuration not stated)	6.6	5.0
COc1ccc(CNC(=O)NS(=O)(=O)c2ccc(C)cc2)cc1	7.2	2.3
Cc1cccc(NC(=O)COC(=O)c2cc3ccccc3oc2=O)c1	-6.4	-0.2
Nc1ccc2c(c1)C(=Cc1cccnc1)c1ccccc1-2	15.1	-4.8
CCN(C(=O)c1cc2c(=O)[nH]c3ccc(C)cc3c2s1)c1ccccc1C	14.3	-26.3
CS(=O)(=O)NCCSCc1ccc(Cl)cc1	6.9	6.2
CCOc1ccc(C)cc1S(=O)(=O)Nc1cccnc1	-20.7	5.3
CC(=O)c1cc(-c2ccccc2)n(CC(=O)NCc2cccs2)c1C	7.1	2.1
COc1cccc(C(O)c2ncc(-c3ccccc3Cl)[nH]2)c1 (configuration not stated)	-11.4	-6.7
C[C@H](CO)N1C[C@H](C)[C@@H](CN(C)S(C)(=O)=O)Oc2ccc(NC(=O)NC3CCCCC3)cc2C1=O	4.1	-3.7

The list goes on:
Molecule	TAG inh	TAG inh DAPI viability
O=C(Nc1ccc(Cl)cc1)C1Cc2c(-c3cccc(F)c3)ccnc2O1 (configuration not stated)	-45.5	-9.0
CCC(=NNS(=O)(=O)c1ccc(C)cc1)c1ccccc1	-3.4	5.6
COc1ccccc1NC(=O)CSc1nnnn1-c1ccc(C(=O)O)cc1	7.9	-11.7
O=C(COC(=O)CCCNC(=O)c1ccc(Cl)cc1)NCc1ccccc1Cl	-1.0	2.3
O=C(OCc1cn([C@@H]2CN(CC3CCCCC3)[C@@H](c3ccc(Cl)cc3)C[C@H]2O)nn1)c1ccccc1	-16.0	5.2
CC(=O)Nc1ccc(C(=O)CSc2nnc(C)o2)cc1	-21.3	-1.5
O=C(O)c1cccc(CN2C(=O)S/C(=C/c3cccc([N+](=O)[O-])c3)C2=O)c1	6.7	0.5
O=C(c1ccc(=O)oc1)N1CCCc2ccccc21	4.2	-3.9
CCOC(=O)[C@H]1[C@H]2COc3ccc(Cl)cc3[C@@H]2N2C(=O)[C@@H](CO)NC(=O)[C@@]12C	-15.2	7.1
Cc1cc(NS(=O)(=O)c2ccccc2)c([N+](=O)[O-])cc1C	1.0	1.0
COc1ccccc1C(=O)Nc1ccc(Nc2ccccc2)cc1	-5.8	5.1
COc1ccccc1C(=O)NCCC(=O)Nc1ccc(S(=O)(=O)N2C(C)CCCC2C)cc1 (configuration not stated)	19.6	-1.5
C=CCn1c(SCC(=O)Nc2ccccc2-c2ccccc2)nc2cc(C(=O)O)ccc2c1=O	-20.0	0.4
Cc1noc(C)c1-c1ccc(C(=O)NCc2cccs2)c2occc12	6.9	0.7
COc1ccccc1NCC(=O)N/N=C/C=C/c1ccccc1	1.8	5.9

Following part
Molecule	TAG inh	TAG inh DAPI viability
Cc1ccccc1NC(=O)CSc1nnc(Cc2cccn2C)n1-c1ccc(F)cc1	8.6	-11.1
O=C(O)c1ccc(-c2noc(-c3ccccc3C(F)(F)F)n2)cc1	13.4	-3.3
Cc1nc(NC(=O)CC(C)C)sc1-c1csc(Nc2ccc(Cl)cc2Cl)n1	30.6	9.2
O=[N+]([O-])c1cccc(S(=O)(=O)Nc2ccc(S(=O)(=O)N3CCCC3)cc2)c1	-7.2	-2.1
COCCn1c(C(C)C)nc2ccccc21	-12.5	-1.6
COc1ccc(N2CSC3=C(C#N)C(c4cc(OC)ccc4OC)CC(=O)N3C2)c(OC)c1 (configuration not stated)	11.3	-3.2
Cc1nc(NCCCN2CCOCC2)c2oc3ccccc3c2n1	3.5	-7.6
C/C=C/CSc1nc2c(c(=O)[nH]c(=O)n2C)n1Cc1ccc(C)cc1	17.3	-5.4
Nc1c(-c2ccccc2)cnn1-c1cccc(C(F)(F)F)c1	19.5	-4.8
CCCNC(=O)c1ccccc1SCc1c(C)noc1C	-5.6	-1.4
O=C(NCc1ccccc1)c1ccc2c(=O)n(CCCN3CCCC3=O)c(=S)[nH]c2c1	-5.8	6.6
CCOC(=O)c1cccc(NC(=O)c2ccc3c(c2)OCO3)c1	-10.7	1.0
CC(=O)NS(=O)(=O)c1ccc(Nc2ccc([N+](=O)[O-])c3nonc23)cc1	4.8	-10.3
CCN(CC)S(=O)(=O)c1ccc(/C=C/C(=O)OCC(=O)NCc2ccco2)cc1	5.6	-6.2
COc1cc(/C=C/C(=O)O)cc(S(=O)(=O)N2CCc3ccccc32)c1OC	6.6	-9.2

5 records picked at random from those above, as already listed:
Molecule	TAG inh	TAG inh DAPI viability
Nc1c(-c2ccccc2)cnn1-c1cccc(C(F)(F)F)c1	19.5	-4.8
COc1ccc(CCNC(=O)COC(=O)c2cnccn2)cc1	-15.6	-3.7
CS(=O)(=O)NCCSCc1ccc(Cl)cc1	6.9	6.2
COc1ccccc1C(=O)Nc1ccc(Nc2ccccc2)cc1	-5.8	5.1
COc1ccc(N2CSC3=C(C#N)C(c4cc(OC)ccc4OC)CC(=O)N3C2)c(OC)c1 (configuration not stated)	11.3	-3.2

Other compounds:
Molecule	TAG inh	TAG inh DAPI viability
S=C(NCC1CCCO1)NC1CCCCC1 (configuration not stated)	-8.7	-2.7
COCCSc1nnc(NC(=O)c2ccc3c(c2)OCO3)s1	-0.9	-4.4
Cc1onc(-c2ccccc2Cl)c1-c1nc(-c2ccccn2)no1	-25.1	1.9
O=C(OCCN1CCCCC1)c1c[nH]c2ccccc12	-12.0	9.0
CCCCC(=O)Nc1cccc(NC(=S)NC(=O)COc2ccccc2Cl)c1	-21.3	7.3
CC(=O)c1c(C)[nH]c(C(=O)OCC(=O)Nc2nnc(-c3ccccc3)o2)c1C	-5.4	-1.9
CCc1ccc(C(=O)NNC(=S)Nc2ccc(S(N)(=O)=O)cc2)s1	-7.9	1.7
Cc1noc(C)c1COC(=O)COc1ccc(-c2ccccc2)cc1	8.4	-8.2
COCCNC(=O)C(c1ccc(C)o1)N(Cc1ccco1)C(=O)c1snc(C(N)=O)c1N (configuration not stated)	7.0	2.7
COC(=O)c1ccc(NC(=O)CCN2C(=O)CSC2=O)cc1	-7.0	6.7
CCNC(=O)C1(C)CCN(C(=O)c2cc(F)cc(F)c2)C1 (configuration not stated)	-4.6	2.4
CCn1nnnc1SCC(=O)c1cc(Cl)ccc1OC	8.1	-2.2
O=C(CN1C(=O)c2ccccc2C1=O)NCC1COc2ccccc2O1 (configuration not stated)	-21.1	11.6
Cc1ccc(S(=O)(=O)N2CCC(C(=O)N[C@H](C(=O)NCc3ccco3)C(C)C)CC2)cc1	-0.4	-8.7
CC(=O)NC12CC3CC(C1)CC(C(=O)N1CCN(S(=O)(=O)c4cccc(C(F)(F)F)c4)CC1)(C3)C2	2.5	-13.7

Given with values under each structure: part of the list above.
Each structure is followed by: TAG inh, TAG inh DAPI viability
- Cc1noc(C)c1COC(=O)COc1ccc(-c2ccccc2)cc1
→ 8.4, -8.2
- COCCNC(=O)C(c1ccc(C)o1)N(Cc1ccco1)C(=O)c1snc(C(N)=O)c1N (configuration not stated)
→ 7.0, 2.7

(listing goes on)
Molecule	TAG inh	TAG inh DAPI viability
COc1ccc(OC)c(/C=C/C(=O)Nc2cccc(S(=O)(=O)N3CCCC3)c2)c1	5.4	37.7
CCN1C(=O)CSC1=Nc1ccccc1Cl	-14.8	0.3
O=C(Nc1ncc(Cc2cccc([N+](=O)[O-])c2)s1)c1ccco1	-4.9	7.8
O=C1CCC(C(=O)N(CCO)Cc2ccccc2)CN1CCc1cccc(F)c1 (configuration not stated)	-8.8	-7.1
COC(=O)C1(C(=O)OC)C2C(=O)C3C(C21)C3(C(=O)OC(C)(C)C)C(=O)OC(C)(C)C (configuration not stated)	-3.3	9.5
CCn1cc(C(=O)NCCCN2CCN(C)CC2)c(=O)c2cc(S(=O)(=O)N3CCc4ccccc4C3)ccc21	-9.4	13.7
COc1ccc(OC)c(S(=O)(=O)Nc2cnc3ccccc3c2)c1	1.1	-9.2
N#Cc1c(NC(=S)NC(=O)c2ccccc2)sc2c1CCC2	-6.4	6.8
CCCCCC(=O)N1C[C@H](n2cc(-c3ccc(F)cc3)nn2)[C@@H](O)C[C@@H]1c1ccc(C)cc1	-5.7	-0.8
Cc1cccc(NC(=O)c2ccc(Cl)c(S(=O)(=O)N3CCCCC3)c2)n1	-19.6	-4.9
COCc1cc(C)nc(NCCc2ccccc2)c1C#N	-42.6	13.0
O=C(C[n+]1ccc(-c2cc(C(=O)Nc3cccc(C(F)(F)F)c3)c3ccccc3n2)cc1)c1cccc([N+](=O)[O-])c1	20.3	5.6
COc1ccc(NC(=O)CN(C)C(=O)c2ccc(-c3cccc(C(F)(F)F)c3)o2)cc1	-18.2	-3.2
CC1CC(C)CN(CCCNC(=O)Cn2ncc3c(=O)oc4ccccc4c32)C1 (configuration not stated)	5.6	3.3
CCCCN(Cc1cc2ccccc2[nH]c1=O)S(=O)(=O)c1ccc(C)cc1	-21.5	11.1

(further entries)
Molecule	TAG inh	TAG inh DAPI viability
O=C(O)c1cccc(O)c1O	-8.9	-0.6
COc1ccc(NC(=O)Nn2cnnc2)cc1OC	-1.6	-3.1
O=C(Nc1ccccc1C(=O)Nc1ccccn1)c1cc(F)c(F)cc1Cl	-10.3	2.7
O=C(CSCc1ccc([N+](=O)[O-])cc1)Nc1ccccc1C(=O)O	9.8	4.3
C/C(=C\C(=O)c1ccccc1)Nc1ccc(Cl)c(Br)c1	-49.3	-2.2

High-throughput results: PubChem BioAssay, Sanford-Burnham Center for Chemical Genomics
